Bioassay records (PubChem BioAssay)
ERK EGF inh: EGF-driven ERK pathway inhibition | HEK293-V1b, EGF-stimulated phospho-ERK AlphaScreen | Potency, µM (titrated, usually from 11.5 µM), inactives show at the top dose activity change, negative = inhibition, usual class: inhibitors | 0.41% of 130,000 active | AID 1454; active means well fitted inhibition curve with a large enough effect; inconclusive means small, poorly fitted or top-dose-only effect, or effect the other way;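 further: plate controls were stimulated vehicle wells for no effect and unstimulated vehicle basal for full effect; nearly all actives have a fitted effect of over 55% in size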
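Homogeneous cell-based phospho-ERK assay: HEK293/V1b cells in 1% FBS, compound 30 min then EGF 5 min, AlphaScreen luminescence. Activity normalized between DMSO and 25 nM EGF controls; AC50 from Hill modelling.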
* = called active by the depositor; ? = inconclusive; [ ] = dose if it differs, or a comment. Potency means the concentration at half of the fitted maximal effect. A portion of the library. The share of hits here may be higher or lower than overall.

structure	ERK EGF inh
CCN1CCN(Cc2ccc(NC(=O)Nc3ccccc3)cc2)CC1	0%
CCOC(=O)C1=C(C)N(c2ccc(Cl)cc2)C(=O)NC1c1cccc([N+](=O)[O-])c1 (stereo not given)	-2%
N#CC(=C=[N-])c1nc2ccccc2nc1-[n+]1cccc(NC(=O)c2ccc(F)cc2)c1	-1%[57.5 µM]
O=C(/C=C/c1ccco1)Nc1ccc(N2CCCC2)cc1	1%
CCN(CC)CCOC(=O)c1ccc([N+](=O)[O-])cc1	-6%[57.5 µM]
COc1ccc(C2/C=C\CN(S(=O)(=O)/C=C/c3ccccc3)[C@H](Cc3ccccc3)C(=O)N2Cc2ccc(F)cc2)cc1 (stereo not given in full)	-9%[57.5 µM]
COc1ccccc1N1CCN(C(c2cccs2)C(C)NC(=O)c2cccnc2)CC1 (stereo not given)	?
C/C(=N\NC(=O)C(N)=O)c1cccc(C(F)(F)F)c1	-2%
CC(C)(C)N1CC(C(=O)O)CC1=O (stereo not given)	-6%
COc1ccc(CC2(CO)CCN(Cc3ccc(NC(C)=O)cc3)CC2)cc1	1%
CC(C)=CCC/C(C)=C/CC/C(C)=C/CC/C(C)=C/CO	8%
Cc1cc(N/N=C/c2cccc(Br)c2)nc2ccccc12	-3%
Cc1ccccc1C(=O)Oc1ccc(-c2csnn2)cc1	-22%[57.5 µM]
Cc1ccc(Cl)cc1N1CCN(CC(O)COC(C)C)CC1 (stereo not given)	-9%[57.5 µM]
CCCC(C)NC(=O)COc1ccc(S(=O)(=O)c2ccc(OCC(=O)NC(C)CCC)cc2)cc1 (stereo not given)	1%
Cc1ccc(S(=O)(=O)N2CCOCC2)cc1C(=O)NCc1cccs1	0%
COc1ccccc1N(Cc1ccccc1)S(=O)(=O)c1cccc(C(=O)Nc2ccc(C(C)=O)cc2)c1	5%
C=CCC1(C#N)C(SC)=NC2=C(C(=O)CC(C)(C)C2)C1c1ccc(Br)cc1 (stereo not given)	-12%
CCCCCCCCCCOC(=O)C[N+](C)(C)CC1CCCCC1O (stereo not given)	-5%
Fc1ccc2nc(C3CCCCN3Cc3nc(CC4CC4)no3)[nH]c2c1 (stereo not given)	-8%
c1ccc(C(c2ccccc2)c2noc(CN3CCN(CC4CC4)CC3)n2)cc1	-2%
COc1ccc(CCNC(=O)CSc2nnc3ccc(-c4cccnc4)nn23)cc1OC	-3%
Cc1cccc(/C=N/NC(=O)c2cc(-c3cccnc3)nc3ccccc23)c1	33%
O=C(CN1CCCCC1)N/N=C/c1cc2ccccc2nc1Cl	-10%
c1ccc2c(CSc3ncnc4nc[nH]c34)cccc2c1	-2%
N/N=C1\CCCc2c1[nH]c1ccc([N+](=O)[O-])cc21	8%[57.5 µM]
CCCCN1C(=O)C(=O)NC[C@@H]1C(C)CC (stereo not given in full)	-13%[57.5 µM]
Clc1ccccc1-c1cc(NCc2cccnc2)ncn1	6%
CS(=O)(=O)CCC(C(=O)N1CCOCC1)N1C(=O)c2cc(Cl)c(Cl)cc2C1=O (stereo not given)	2%
COc1ccccc1-c1nc2n(n1)C(c1ccc(Cl)cc1)C(C(N)=O)=C(C)N2 (stereo not given)	13%

The closing 6 entries of the section before open the next one.
structure	ERK EGF inh
c1ccc2c(CSc3ncnc4nc[nH]c34)cccc2c1	-2%
N/N=C1\CCCc2c1[nH]c1ccc([N+](=O)[O-])cc21	8%[57.5 µM]
CCCCN1C(=O)C(=O)NC[C@@H]1C(C)CC (stereo not given in full)	-13%[57.5 µM]
Clc1ccccc1-c1cc(NCc2cccnc2)ncn1	6%
CS(=O)(=O)CCC(C(=O)N1CCOCC1)N1C(=O)c2cc(Cl)c(Cl)cc2C1=O (stereo not given)	2%
COc1ccccc1-c1nc2n(n1)C(c1ccc(Cl)cc1)C(C(N)=O)=C(C)N2 (stereo not given)	13%
Cc1ccc(NC(=O)C(=O)NN=C2CCCC2)cc1C	-7%
Cc1ccc(NC(=O)CSc2ncnc3ccccc23)cc1S(=O)(=O)N1CCCCC1	9%
COC/C=C/C1=CC2=CC(=O)C(C)(OC(=O)c3ccco3)C(=O)C2=CO1 (stereo not given)	-2%
COc1ccc(-c2cc(=O)c3ccc(O)cc3o2)cc1	-2%
N#CCC(=O)N1CCN(C=O)CC1	-1%
O=C(NN(CC(O)COc1ccccc1)CC(O)COc1ccccc1)c1ccccc1 (stereo not given)	-2%[57.5 µM]
Cc1cc(/C=N/NC(=O)c2ccccc2F)c(C)n1-c1ccccc1	-3%
O=C(CNC(=O)c1ccccc1F)OCC(=O)N1CCCCC1	7%
CC(=O)Nc1cc(Cl)c(N=Cc2ccc(O)cc2O)cc1Cl	-1%
C#Cc1cccc(NC(=O)c2ccc(Cl)cc2Cl)c1	-4%[57.5 µM]
COc1ccc(N2C(=O)C(CC(=O)Nc3ccc(Cl)cc3)N(NC(=O)c3cccc(F)c3)C2=S)cc1 (stereo not given)	-4%[57.5 µM]
CN(C)c1nc(NCc2ccccc2)nc(SCC(=O)Nc2ccccc2Cl)n1	1%
COc1ccc(C(=O)COC(=O)CNS(=O)(=O)c2ccc(C)cc2)cc1	0%
O=C1NC(NS(=O)(=O)c2ccc(Cl)cc2)(C(F)(F)F)C(=O)N1c1ccccc1 (stereo not given)	2%
Cn1c(=N)n(CC(O)c2cccs2)c2ccccc21 (stereo not given)	3%
C[C@@H]1CC=C[C@H]2[C@H]1C(=O)N(Cc1ccccc1)[C@H]2c1cccc([N+](=O)[O-])c1	-8%[57.5 µM]
O=C(NCc1ccco1)C1CCN(c2ccc(N3CCOCC3)nn2)CC1	0%
COc1ccc(CC(=O)NC2CC(C)(C)NC(C)(C)C2)cc1	7%
Cc1c(C(=O)N2CCN(c3ccccn3)CC2)cccc1[N+](=O)[O-]	3%
Nc1nc2c(ncn2[C@@H]2O[C@H](CO)[C@@H](O)[C@H]2O)c(=O)[nH]1	-6%
Cc1ccc2cc(CN(CC3CCCO3)C(=S)NCc3ccco3)c(=O)[nH]c2c1 (stereo not given)	-2%
O=C(NCc1cccs1)c1cccnc1SCCS(=O)(=O)c1ccc(C(F)(F)F)cn1	0%[57.5 µM]
Cc1ccc(NC(=S)NCCSc2ccc(Cl)cc2)cc1	-3%
COc1c(C(=O)Nc2ccc3[nH]c(=O)[nH]c3c2)cc2ccccc2c1Br	-7%
CCCc1nnc(NC(=O)c2cn(CC)c3cc(N4CCN(C)CC4)c(F)cc3c2=O)s1	8%[57.5 µM]
CSc1sc(-c2nnc(SCC(=O)Nc3ccccc3)n2C)c2c1C=CCC2	-10%[57.5 µM]
Cc1ccc(/C=C2\SC(=S)N(C3CCS(=O)(=O)C3)C2=O)cc1 (stereo not given)	5%
O=C1NCC(c2ccccc2)C1C(=O)N/N=C/c1ccc(Cl)s1 (stereo not given)	-6%
Cc1cc(C)nc(N(C#N)C(C)C(=O)N(C)C)n1 (stereo not given)	-4%
CCNc1ccc(C(=O)N/N=C/c2c(C)nn(-c3ccccc3)c2N2CCCC2)cc1[N+](=O)[O-]	2%

New compounds follow
SMILES | ERK EGF inh
Cc1nn(C)c(Cl)c1CN1CCN(C2CCCC2)C(CCO)C1 (stereo not given) | -5%
COc1ccc(NC(=O)CC2C(=O)N(C)C(=S)N2Cc2cccs2)cc1 (stereo not given) | 1%
O=C(NCc1ccc(Cl)cc1)c1cccc(NC(=O)c2ccccc2)c1 | 1%
C=CCNC(=S)Nc1cc(S(=O)(=O)N2CCOCC2)ccc1-n1cncn1 | 6%
CCOc1ccc(-n2c(C)cc(/C=N/NC(=O)C(N)=O)c2C)cc1 | 0%
COc1ccc2nc(NC(=O)CCc3ccc(OC)c(OC)c3)sc2c1 | 1%
Cc1ccccc1N1CCN(C(=S)c2ccc(-c3cccc([N+](=O)[O-])c3)o2)CC1 | ?
CSCCC(NS(=O)(=O)c1ccc2c(c1)oc(=O)n2C)C(=O)NCc1cccs1 (stereo not given) | -4%[57.5 µM]
O=C(N/N=C/C=C/c1ccc(Br)cc1)C(O)c1ccccc1 (stereo not given) | 3%
CC(C)(C)c1nnc2cccc(Cl)n12 | 6%
COc1ccccc1/C=C/C=N/NC(=O)c1cccs1 | 8%[57.5 µM]
N#Cc1c2nc3ccccc3nc2n2cc(NC(=O)c3ccc(F)cc3)ccc12 | 1%
CS(=O)(=O)Oc1ccccc1/C=C1/N=C(c2ccc(F)cc2)OC1=O | 4%
O=C(c1ccco1)N1CCN(c2cc(N3CCOCC3)c(F)cc2[N+](=O)[O-])CC1 | -5%
O=C(/C=C/c1ccccc1)Oc1coc(CSc2ncccn2)cc1=O | 2%
O=C(Nc1ccc(S(=O)(=O)Nc2nccs2)cc1)c1cccc(N2C(=O)c3ccccc3C2=O)c1 | 1%
CCCCC/C=C\C[C@H](O)/C=C/c1cccc(C[C@H](O)CCCCO)n1 | ?
Cc1[nH]c2ccccc2c1SCC(=O)N1CCOCC1 | 10%
NC(=O)NN=C1C2CCCC1C(c1ccccc1)NC2c1ccccc1 (stereo not given) | 3%[57.5 µM]
C1CC(CN2CCOCC2)CN(Cc2nc(CC3CC3)no2)C1 (stereo not given) | -6%[57.5 µM]
O=C(Nc1cnccn1)Nc1cccc(Cl)c1Cl | 1%
Cc1ccc(NC(=O)Nc2cc(-c3ccccc3)nn2C)cc1Cl | -3%[57.5 µM]
COc1ccc2nc3ccccc3nc2c1NC(=O)c1ccc(Cl)cc1 | 4%
COc1ccc(C)cc1NC(=O)CNC(C)C(=O)Nc1cc(Cl)ccc1Cl (stereo not given) | 9%
CCOc1nc(NCc2ccco2)nc(Nc2ccccc2F)n1 | 1%
O=C(Nc1cccc(O)c1)c1ccc(C(=O)c2ccccc2)o1 | ?
CCc1nc(SCc2ccc(C(=O)OC)o2)n[nH]1 | -2%[57.5 µM]
Nc1nc(SCC(=O)c2cccc([N+](=O)[O-])c2)n[nH]1 | -7%
CS(=O)(=O)N(CC(=O)Nc1ccccc1C(=O)NCc1ccco1)c1ccccc1F | -14%
Cn1c(=O)c2c(nc(CN3CCN(c4ccc(F)cc4)CC3)n2CCN2CCOCC2)n(C)c1=O | -2%[57.5 µM]

Some of the entries so far, with each value named:
C1CC(CN2CCOCC2)CN(Cc2nc(CC3CC3)no2)C1 (stereo not given)
  ERK EGF inh: -6%[57.5 µM]

O=C(Nc1cnccn1)Nc1cccc(Cl)c1Cl
  ERK EGF inh: 1%

Cc1ccc(NC(=O)Nc2cc(-c3ccccc3)nn2C)cc1Cl
  ERK EGF inh: -3%[57.5 µM]

COc1ccc2nc3ccccc3nc2c1NC(=O)c1ccc(Cl)cc1
  ERK EGF inh: 4%

The list continues.
SMILES | ERK EGF inh
Cc1ccc([N+](=O)[O-])cc1NC(=O)CCc1ccccc1 | 3%
Cc1cnc(NC(=O)CSc2nnc(-c3ccccc3)n2Cc2ccccc2)s1 | 4%
S=C(NCc1ccco1)Nc1ccc(Cl)cc1 | 6%
Cc1cc(C)c2c(CN3CCOCC3)cc(=O)oc2c1 | -3%[57.5 µM]
COc1ccc2cc(C3CC(c4ccco4)=NN3S(=O)(=O)c3ccccc3)c(Cl)nc2c1 (stereo not given) | -8%
Cc1noc(N)c1C1(O)C(=O)Nc2c(Cl)cc(Cl)cc21 (stereo not given) | -8%
O=[N+]([O-])c1c(Nc2ccccc2O)cc(N2CCOCC2)c2nonc12 | 5%[57.5 µM]
CC1CN(C(=O)c2ccc(COc3ccc4ccccc4c3)o2)CC(C)O1 (stereo not given) | -8%
O=C(c1ccc(S(=O)(=O)Cc2cc(F)ccc2F)c([N+](=O)[O-])c1)N1CCCC1 | -4%
Cc1ccc(O)c(C(=O)c2cnc3onc(-c4ccc(F)cc4)c3c2)c1 | 4%
COc1ccc(NS(=O)(=O)c2cc(NC(=O)c3cnccn3)ccc2OC)cc1Br | 1%
O=C(CCN1CCC(c2cccs2)=N1)c1cccs1 | -3%[57.5 µM]
O=C(Nc1nc(-c2ccc(F)cc2)cs1)c1cnccn1 | 1%
Cc1ccc2nc(-c3ccccc3O)c(Nc3ccc4c(c3)OCCO4)n2c1 | -12%
CCOC(=O)C1(CC2CCCCO2)CCN(S(=O)(=O)c2cccc(F)c2)CC1 (stereo not given) | -3%
COc1ccc(CC(=O)NNC(=O)CSc2nc(C)c(C)c(=O)[nH]2)cc1 | 2%[57.5 µM]
COCCn1cc(C(=O)c2cc(Br)ccc2O)cc(C#N)c1=O | 6%
O=C(c1ccncc1)N1CCC2(CCCN(c3ccccn3)C2)CC1 | ?
COc1ccc(-n2c(SCC(N)=O)nc3sc4c(c3c2=O)CCC4)cc1 | -7%
Nc1nc(-c2ccccn2)nc(N)c1Cc1ccccc1F | -29%
CCCCN(C(=O)COc1ccc(C)cc1OC)c1c(N)n(CCC)c(=O)[nH]c1=O | -5%[57.5 µM]
NS(=O)(=O)c1cccc(NC(=O)COC(=O)CN2C(=O)C3CC=CCC3C2=O)c1 (stereo not given) | -6%
COc1cccc(C(=O)NCCCN2CCN(CCCNC(=O)c3cccc(OC)c3)CC2)c1 | -10%
Nc1nnc(SCC(=O)Nc2sc3c(c2C(=O)c2ccccc2)CCCC3)s1 | 0%
CC[C@@H]1Cc2cc(O)ccc2C2=C1c1ccc(O)cc1C[C@H]2CC | ?
COC(=O)C1=C(C)NC(C)=C(C(=O)OCCN(C)Cc2ccccc2)[C@H]1c1cccc([N+](=O)[O-])c1 | 10%[25.7 µM]
Cc1ccccc1Cn1c(=O)n(CC2CCC(C(=O)NCCc3ccccc3)CC2)c(=O)c2ccccc21 (stereo not given) | 2%
